Bioassay records from PubChem BioAssay.
mcGAS MS inh = inhibitors of Mus musculus cyclic GMP-AMP synthase, initial high-throughput assay, cell-free, RapidFire MS; Q8C6L5; recombinant mouse cGAS, cGAMP by RapidFire MS; actives 0.18% (n = 130,000); inhibition, % at 12.5 µM;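 active = inhibition of cGAS enzyme activity at or above 60%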;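 also: enzyme stimulated by 45 bp dsDNA with ATP and GTP substrates; cGAMP share of summed cGAMP plus half ATP and half GTP signals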
Target sequence (Q8C6L5 whole entry, looked up): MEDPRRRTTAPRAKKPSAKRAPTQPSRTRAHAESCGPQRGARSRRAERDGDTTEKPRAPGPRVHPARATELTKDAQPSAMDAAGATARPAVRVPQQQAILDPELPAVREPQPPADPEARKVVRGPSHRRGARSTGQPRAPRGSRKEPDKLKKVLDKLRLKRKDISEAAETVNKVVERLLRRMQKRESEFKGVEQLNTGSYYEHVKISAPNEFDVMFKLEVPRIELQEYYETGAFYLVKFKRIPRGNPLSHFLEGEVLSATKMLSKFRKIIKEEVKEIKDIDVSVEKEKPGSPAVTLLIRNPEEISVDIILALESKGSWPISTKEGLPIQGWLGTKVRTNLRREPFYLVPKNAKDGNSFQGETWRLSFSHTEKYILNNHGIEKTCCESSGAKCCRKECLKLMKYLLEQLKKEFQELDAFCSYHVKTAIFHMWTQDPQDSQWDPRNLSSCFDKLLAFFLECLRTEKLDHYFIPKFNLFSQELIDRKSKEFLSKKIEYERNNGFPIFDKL
The depositor's hits bear a star; & = joins results of further samples. An excerpt, so the mix of outcomes need not match the whole.

mcGAS MS inh	SMILES
-6.5	C=CCn1c(SCC(=O)N2CCOCC2)nc2sc3c(c2c1=O)CCC3
2.2	Cc1ccc(S(=O)(=O)NCCNc2cc(N3CCCC3)nc(C)n2)c(C)c1
-0.7	O=C(c1cccnc1)N1CCC(C2CCN(Cc3cccc(F)c3F)CC2)C1 (centres undefined)
-6.6	Cc1cccc(-c2ccc(CNC(=O)[C@H]3CCC(=O)N3)cc2)c1
0.9	CC(NC(=O)CSc1nnc(C(C)(C)C)o1)c1ccc(Cl)cc1Cl (centres undefined)
-2.0	CCOc1ccc(Oc2ccc(S(=O)(=O)NC(C)CC#N)cc2)cc1 (centres undefined)
-6.6	Cc1ccc(SCCSc2nc(N)cc(=O)[nH]2)cc1
-4.7	CC1=C(C)C(O)N(Cc2ccccc2)C1=O (centres undefined)
-11.9	O=C(C1CCCCC1)N1CCN(Cc2cc3n(n2)CCNC3)CC1
-5.2	CCOc1ccc(C(=O)Nc2cc(-c3cccs3)nn2-c2nc(C)c(C)c(=O)[nH]2)cc1OCC
0.1	Cn1c(SCC(=O)NCCc2cccs2)nnc1-c1ccccc1
-17.5	CN1CCC(N(Cc2ccncc2)C(=O)Nc2ccc3c(c2)OCO3)CC1
-10.2	CC(=O)c1ccccc1NC(=O)CCNCC1CCOCC1
0.7	COC(=O)c1ccc2c(=O)[nH]c(/C(Cl)=C/c3sc(Cl)nc3Cl)nc2c1
-5.6	CC12CCCCC1C2C(=O)N/N=C\c1ccccc1Cl (centres undefined)
-6.2	CC(C)N1CCC(NC(=O)Nc2ccccn2)C1 (centres undefined)
0.4	Cn1cc(Cl)cc1C(=O)OCC(N)=O
3.2	CCc1nc(NC(=O)N(C)CC2Cc3ccccc3O2)nn1C (centres undefined)
-4.5	Cc1cc(C=C(C#N)c2ncc3n2CCCCC3)c(C)n1C1CCCC1
-6.2	O=C(Cn1cc([N+](=O)[O-])ccc1=O)NCCN1C(=O)CSC1=O

3 of the entries above in order of the mcGAS MS inh value, lowest first.
canonical_smiles	mcGAS MS inh
Cc1ccc(SCCSc2nc(N)cc(=O)[nH]2)cc1	-6.6
Cn1c(SCC(=O)NCCc2cccs2)nnc1-c1ccccc1	0.1
Cn1cc(Cl)cc1C(=O)OCC(N)=O	0.4

More entries follow.
mcGAS MS inh	SMILES
-6.9	CC(c1ccc(O)c(F)c1)n1ccnc1-c1ccc2c(c1)OCO2 (centres undefined)
0.9	COc1ccc(OC)c(N2CCN(C(=O)c3cccc(Br)c3)C(C)C2=O)c1 (centres undefined)
-7.5	CC(C)c1nnc(NC(=O)NCCN2CC=CC2)s1
-10.5	CC1CCN(CC(=O)N2CCC(c3nc4ccccc4o3)CC2)C1=O (centres undefined)
-8.9	O=C(c1ccc(Cl)cc1)C1CCCN(C(=O)C2=CCCCC2)C1 (centres undefined)
-2.2	O=C(C=Cc1ccc(Br)cc1F)c1ccc(O)cc1
-7.0	Cc1cccc(-c2nc(C)c(Cc3ccccc3)c(N3CCNCC3)n2)c1
-4.5	O=C(CSc1nnc(NC(=O)c2ccccc2)s1)Nc1ccccc1C(F)(F)F
-11.3	COc1cccc(C=Nc2ccc(N3CCOCC3)cc2)c1OCC(=O)N1CCCCC1
3.1	O=C(CCN1C(=O)c2ccc([N+](=O)[O-])cc2C1=O)Nc1ccc(C(=O)O)cc1
0.9	CCc1c(C)sc2nc(/C(=C/c3cccs3)C(=O)N3CCOCC3)[nH]c(=O)c12
-6.7	O=c1c(=Cc2ccc(F)cc2)sc2n1CCN=2
-27.7	Cn1cc(C(=O)Nc2ccc(C(F)(F)F)cc2)c2[nH]c(=O)n(-c3ccc(F)cc3)c(=O)c21
-4.0	CCn1c(-c2cn(C)nc2OC)n[nH]c1=S
-8.7	CCOC(=O)/C(=C\c1ccc(Cl)cc1)S(=O)(=O)c1ccccc1
-7.2	Cc1ccc2c(c1)NC(=O)c1cc(NC(=O)C3CCCCC3)ccc1O2
4.0	c1ccc(COCC2CCNC2)cc1 (centres undefined)
0.4	CCOC(=O)Cn1c(C)cn2c3c(=O)n(CC(C)C)c(=O)n(C)c3nc12
-3.7	Nc1nonc1-c1noc(-c2sc3ccccc3c2Cl)n1
3.8	CCC(NC(=O)c1ccc(C2SCCS2)cc1)c1ccc(C)cc1 (centres undefined)

New compounds follow.
mcGAS MS inh	SMILES
5.8	O=[N+]([O-])c1ccc2[nH]c(O)c(N=Nc3cccc(Cl)c3Cl)c2c1
-2.6	O=C(NCC1CCN(c2ncccn2)CC1)Nc1ccccc1Cl
-14.6	Cc1nn(C)c(C)c1CCC(=O)NC[C@H]1C[C@H]2C=C[C@H]1C21CC1
-6.3	O=C(N1CCOCC1)N1CCN(Cn2nc(-c3cccc(Cl)c3)oc2=S)CC1
0.6	Cc1cc(C)nc(SCc2cnc(C)nc2N)n1
-2.3	O=C(O)CC/C(=N/NC(=O)c1ccccc1Br)c1ccccc1
-25.1	CSc1ncccc1C(=O)N(C)Cc1nc(C)no1
-3.3	COC1CCCCC1NC(=O)N[C@H](CCO)c1ccccc1 (some centres undefined)
-2.1	CCCCCCCc1c(O)nc(SCCN(CCC)CCC)[nH]c1=O
24.8	NC(=O)NC(CC(=O)NCC12CC3CC(CC(C3)C1)C2)c1cccs1 (centres undefined)
-5.4	CCCC(=O)N1CCC1(C)C(=O)NS(=O)(=O)Cc1cccc(Cl)c1 (centres undefined)
-1.6	Cc1cc(NC(=O)CN2CCCC3(CCCc4ccccc43)C2)n(C)n1 (centres undefined)
-2.4	CNc1nnc(SCc2cccc(Cl)c2)s1
-3.4	CCCCn1c(=O)c2c(nc3n2CCN3c2ccc(C)cc2)n(C)c1=O
-9.4	O=C(CN1CCCCC1)N1N=C2c3ccccc3CCC2C1c1cccs1 (centres undefined)
-8.3	Cc1nn(C)c(C)c1C(C)NC(=O)NC1CC2CCC1(C)C2(C)C (centres undefined)
-1.5	O=C(CCC1CCN(C(=O)c2cnsn2)CC1)NCC1CCCO1 (centres undefined)
-10.4	CC(C)CCNC(=O)N1CCCC1c1cc(C(C)C)no1 (centres undefined)
-1.9	COc1cccc(OCCCOc2cccc3ccccc23)c1
-11.4	C/C(=N/O)C12CC3(C)CC(C)(CC(C)(C3)C1)C2

More records follow.
mcGAS MS inh	SMILES
5.1	CCSCCOC(=O)C1=C(C)NC(=O)NC1c1ccc(N(C)C)cc1 (centres undefined)
-2.2	CCc1nc(CC(=O)Nc2ccc(C)cc2)sc1C
-28.7	Cc1cc(NC(=O)c2cn(C)c3c(=O)n(-c4ccc(Cl)cc4)c(=O)[nH]c23)ccc1Br
-4.7	COc1ccc(-c2nn(-c3ccccc3)cc2CC#N)cc1OC
-9.3	CC1(C(=O)NS(=O)(=O)Cc2cccc(Cl)c2)CCN1C(=O)c1ccccc1 (centres undefined)
3.2	Cc1cc(Cl)c(C)c(S(=O)(=O)Oc2ccccc2C#N)c1Cl
-0.5	c1cnc2nc(-c3nn4c(C5CC5)nnc4s3)ccc2c1
-8.1	COC(=O)c1[nH]c2c(c1C)C(=O)C(C(=O)OC)C(C)C2 (centres undefined)
-4.2	C=Cn1cc[n+](CC(=O)c2cccs2)c1
-3.8	Cc1cccn2c(=O)nc(SCc3ccccc3F)nc12
1.5	COc1ccccc1OCCNC(=O)C1(c2ccccc2)CCN(C(C)=O)CC1
0.9	CC(C)CCNC(=O)CSc1n[nH]c(/C=C/c2ccco2)n1
2.7	CC(C)C(=O)NCc1ccc(C(=O)N2CCC3(CCOCC3)CC2)cc1
-4.4	COc1cc2nc(/C(C#N)=C/c3ccc(N(C)C)cc3)[nH]c(=O)c2cc1OC
-8.8	Cc1ccc(CN2CCC(CNC(=O)CN3CCOC3=O)CC2)o1
2.0	CCCn1nccc1C(=O)N1CCc2c(nc(-c3cccnc3)[nH]c2=O)C1
-17.4	O=c1ccc(-c2cccc(Br)c2)nn1Cc1ccccc1
-0.7	Cc1nc(SCC(=O)N2CCN(C(=O)c3ccco3)CC2)c(C(N)=O)c(C)c1C
-30.4	COC(=O)c1cc2n(n1)CCCN(C(=O)CC(=O)Nc1cccc(C)c1)C2
-9.8	C=C(C)CN(CC)c1ncnc2c1c(Br)nn2C

Reprinted at random: 3 entries already listed, in no set order.
mcGAS MS inh	SMILES
-8.1	COC(=O)c1[nH]c2c(c1C)C(=O)C(C(=O)OC)C(C)C2 (centres undefined)
-8.8	Cc1ccc(CN2CCC(CNC(=O)CN3CCOC3=O)CC2)o1
0.9	CC(C)CCNC(=O)CSc1n[nH]c(/C=C/c2ccco2)n1

(cont.)
mcGAS MS inh	SMILES
-3.5	Cc1ccccc1S(=O)(=O)NC(=O)C1(C)CCN1C(=O)C1(c2ccc(Cl)cc2)CC1 (centres undefined)
-6.0	CC(N)c1ccccc1NS(C)(=O)=O (centres undefined)
3.5	CCc1ccc(S(=O)(=O)NCc2ccc3c(c2)OCO3)cc1
-5.6	Cc1cnc(C(=O)N2CCCC(CCC(=O)Nc3ccc(C(F)(F)F)cc3)C2)cn1 (centres undefined)
-12.0	O=C1CSC(c2cccc(F)c2)N1c1ccccc1F (centres undefined)
-12.0	O=C(c1cc(-c2ccccc2)on1)N1CCC2(CC1)C(=O)Nc1ccccc12
-0.5	O=C(NNc1ccnc2cc(Cl)ccc12)c1ccsc1
-1.1	CCc1ccc(NC(=O)CSc2nc(=O)n3cccc(C)c3n2)cc1
-10.1	COc1ccc(-c2ncc(Cl)cn2)c(C)c1
-20.5	CCS(=O)(=O)Nc1ccc(-c2n[nH]c(CCc3ccccc3)n2)cc1
-12.4	Cc1cccc2[nH]c(COCC(=O)N3CCC4(CN(C)C(=O)O4)C3)nc12 (centres undefined)
-2.5	Cc1ccc(-n2nc3c(c2NC(=O)C24CC5CC(CC(C5)C2)C4)CS(=O)(=O)C3)c(C)c1
-4.0	COc1cc(C)ccc1OCCCOc1ccc([N+](=O)[O-])cc1
-0.1	CCc1ccc(N(Cc2nnc3n2CCCCC3)C(=O)Nc2cccc(OC)c2)cc1
-14.4	Fc1ccc(C2=NC3(CCCCC3)NC2=S)cc1
-20.8	CNc1ncc(CN(C)C(=O)C2CC(=O)N(CC(C)C)C2)cn1 (centres undefined)
-13.2	O=C(O)CSc1ccc(SC(F)(F)C(F)(F)C(F)(F)F)cc1[N+](=O)[O-]
-5.3	COc1cccc(C=C(C#N)c2nc(C)cs2)c1OC
-5.8	CC(=O)[C@H]1CCC2C3CC=C4C[C@@H](O)CC[C@]4(C)C3CC[C@@]21C (some centres undefined)
8.0	CCc1cc(C(=O)N(C)C)sc1C

(continued)
mcGAS MS inh	SMILES
-22.1	CC(C)CN1CC23C=CC(O2)C(C(=O)O)C3C1=O (centres undefined)
-2.0	O=C(N/N=C\c1cccnc1)c1cc(-c2cccs2)[nH]n1
15.3	COc1ccc2cc(C(=O)c3cc4c(cc3F)NC(=O)CC4)oc2c1
-10.2	CCn1c(CN2CCCCCC2=O)nnc1SCc1cc(=O)n2ccsc2n1
-1.5	Cc1nn(-c2ccccc2)c(Oc2ccccc2)c1CO
-14.3	Cc1ccc(NC(=O)NCCS(=O)(=O)c2c(C)n(C)c3ccccc23)cc1
97.8*	COc1cc(-c2ccc(NN=C3C=Cc4c(S(=O)(=O)O)cc(S(=O)(=O)O)c(N)c4C3=O)c(OC)c2)ccc1NN=C1C=Cc2c(S(=O)(=O)O)cc(S(=O)(=O)O)c(N)c2C1=O
-14.5	CCN(Cc1ccc(Cl)cc1)C(=O)Cc1nn[nH]n1
-9.4	CCc1ccc(Cl)c(CC)c1NS(=O)(=O)c1ccc(C(C)=O)cc1
-7.8&-5.8	Nc1ccc(S(N)(=O)=O)cc1
-10.0	O=C1CCC(C(=O)N2CCN(c3ccccc3)C(=O)C2)CN1CCc1ccc(Cl)cc1 (centres undefined)
1.0	CC(C)=NOC(C)C(=O)N1CCC2(CCN(C)C2=O)CC1 (centres undefined)
-1.6	Cc1cc(C)n2ncc(CN3CC[C@@H](c4sccc4C)[C@H](O)C3)c2n1
-20.5	COc1ccc2nc(CCn3cnnc3)[nH]c2c1
-7.2	CN(Cc1cscn1)C1CCCN(Cc2noc(C3CC3)n2)C1 (centres undefined)
-11.3	Cc1nc(N(C)C)nc(N(C)CC2COCCO2)c1C (centres undefined)
-20.9	O=C(Cn1c2ccccc2n2ncnc12)c1ccc(-c2ccccc2)cc1
48.5	C=CCn1c(-c2occc2C)n[nH]c1=S
-3.4	CCC(C)N(CC(=O)O)C(=O)c1cnccn1 (centres undefined)
-13.3	CCC(CC)C(=O)NCc1ccccc1S(=O)(=O)N(C)CCO

(further entries)
mcGAS MS inh	SMILES
-0.8	Cc1cn2c3c(=O)n(CC=Cc4ccccc4)c(=O)n(C)c3nc2n1CC1CCCO1 (centres undefined)
-5.1	CCOC(=O)N1CCN(C(c2ccc(F)cc2)c2c(O)cc(C)n(CC)c2=O)CC1 (centres undefined)
-1.5	Cc1cc[n+](CC(=O)N2CCCCC2)c(C)c1
-6.0&-0.2	NCCCC(O)(P(=O)(O)O)P(=O)(O)O
-2.2	CC(C)Oc1cccc(C(C)NC(=O)c2cccc(C#N)c2)c1 (centres undefined)
-10.0	N#CCCNn1c(-c2ccccc2)n[nH]c1=S
-20.4	COc1cc(Br)c(CNCc2ccc(OC(C)C)cc2)cc1OC
7.5	CC1CC(C)CN(Cc2csc(NC(=O)CNC(=O)c3ccccc3F)n2)C1 (centres undefined)
-26.6	CCc1nnc(CN(C)c2nccc(-c3ccc(C)nc3C)n2)o1

Shown as tab-separated lines: 4 of the compounds above.
structure	mcGAS MS inh
Cc1ccc(-n2nc3c(c2NC(=O)C24CC5CC(CC(C5)C2)C4)CS(=O)(=O)C3)c(C)c1	-2.5
COc1cc(C)ccc1OCCCOc1ccc([N+](=O)[O-])cc1	-4.0
CCc1ccc(N(Cc2nnc3n2CCCCC3)C(=O)Nc2cccc(OC)c2)cc1	-0.1
Fc1ccc(C2=NC3(CCCCC3)NC2=S)cc1	-14.4
